D1 antag – antagonists of human D1 dopamine receptor. activity change, negative = inhibition, % at 10 µM. actives 3.2% (n = 360,000). HEK293 TREx D1 cells, calcium flux, dopamine EC80; hits give low values. P21728. AID 504652; in the data active = activity change below about -30%; also: % is scaled to controls: 0 for no effect and ±100 for the full control effect
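Using tetracycline-induced force-coupled D1 Hek293 cells and a calcium dye, signals were followed for 180 s after compound, then for 180 s after EC80 dopamine, to detect inhibitors.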
Vif-APOBEC3G blk – inhibitors of Vif-APOBEC3G interaction | Q9HC16 | HeLa A3G-eYFP + Vif (tagged APOBEC3G with the HIV-1 protein that degrades it), YFP fluorescence, overnight | Potency, µM (series often up to 46.1 µM), inactives show at the highest dose activity, negative = active, hits mostly inhibitors | actives 0.076% (n = 410,000) | AID 602310;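 also: potency is read from the fitted curve at half-maximal effect; % is scaled to controls: 0 for no effect and ±100 for the full control effect; nearly all actives have a fitted effect of over 60% in size; hits raise eYFP signal because A3G escapes Vif-driven loss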
Target sequence (Q9HC16 whole entry, looked up): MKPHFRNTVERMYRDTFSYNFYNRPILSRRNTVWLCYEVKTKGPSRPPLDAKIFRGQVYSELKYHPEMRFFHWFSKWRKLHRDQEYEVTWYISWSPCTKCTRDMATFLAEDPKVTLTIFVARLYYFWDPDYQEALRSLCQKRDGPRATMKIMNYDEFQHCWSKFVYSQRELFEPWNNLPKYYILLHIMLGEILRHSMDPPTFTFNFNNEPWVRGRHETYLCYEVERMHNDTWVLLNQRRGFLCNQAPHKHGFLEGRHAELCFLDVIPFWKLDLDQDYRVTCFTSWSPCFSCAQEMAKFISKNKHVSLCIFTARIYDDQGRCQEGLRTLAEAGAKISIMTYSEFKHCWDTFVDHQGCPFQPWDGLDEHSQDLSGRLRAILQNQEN
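HeLa cells stably expressing Vif and C-terminally eYFP-tagged A3G, seeded overnight at 37 deg C, then exposed to compound by pintool overnight at 37 deg C. Rise in yellow fluorescence (Ex 488/Em 500-530, Acumen) marks blocked Vif-driven A3G degradation.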
D1 potentiator – potentiators of human D1 dopamine receptor; P21728; actives 0.036% (n = 360,000); potentiation, % at 10 µM; HEK293 TREx D1 cells, calcium flux, dopamine EC20 potentiation; in the data active = potentiation above about 30%; also: 0% is about no effect
D1 ag – agonists of human D1 dopamine receptor; HEK293 T-REx D1 cells, calcium flux, agonist mode; activation, % at 2 µM; actives 1% (n = 360,000); AID 504660; in the data active = activation above about 30%; also: 0% is about no effect
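Tetracycline-induced HEK293 TREx D1 cells, force-coupled to calcium signalling, were dye-loaded with a no-wash calcium kit. Compound was pin-added after a 10 s baseline. Fluorescence was read kinetically at 1 cycle/s for 180 s, with calcium rises flagged as agonism.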
RXFP1 ag – activates the human relaxin receptor RXFP1 | Q9HBX9 | HEK293T-RXFP1 cAMP TR-FRET, 30 min; response scale: percent of porcine relaxin response, buffer zero | Potency, µM (series often up to 57.5 µM), for the others: top-dose activation, hits mostly activators | actives 0.3% (n = 370,000) | AID 2676; also: potency is read from the fitted curve at half-maximal effect; % is scaled to controls: 0 for no effect and ±100 for the full control effect; nearly all actives have a fitted effect of over 60% in size; many of its hits are not listed in these tables
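HEK293T cells stably expressing RXFP1 were pretreated with the PDE4 inhibitor Ro 20174, exposed to compounds for 30 min at 37C, lysed, and cAMP was read by TR-FRET. Data normalized to buffer (basal) and 29 nM porcine relaxin (100%).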
Glioma ERSR ind – inducers of ER stress response in human glioma cells | U87-MG GRP78 promoter luciferase reporter, 16 h | Potency, µM, for inactives: at the top dose activation, actives largely listed as activators | actives 0.02% (n = 420,000) | AID 602332; also: potency is read from the fitted curve at half-maximal effect; series mostly up to about 76 µM; % of control where 0% means no effect; nearly all actives have a fitted effect of over 35% in size
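ERSR induction read as luciferase luminescence (Bright-Glo, 10 min at room temperature) in stably transfected human U87-MG glioma cells exposed to compounds for 16 h, using GRP78 as sensor.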
Vif-APOBEC3F blk – inhibitors of Vif-A3F interaction. Potency, µM (series often up to 46.1 µM), without a hit: at the top dose activity, negative = active. actives 0.2% (n = 390,000). HeLa A3F-eYFP + Vif (tagged APOBEC3F with the HIV-1 protein that degrades it), YFP fluorescence increase. AID 602313; also: potency is read from the fitted curve at half-maximal effect; % of control where 0% means no effect; nearly all actives have a fitted effect of over 65% in size
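HeLa cells stably expressing Vif plus C-terminally eYFP-tagged A3F were seeded, incubated overnight at 37 deg C, dosed with compound, incubated overnight again at 37 deg C. Yellow fluorescence (Ex 488/Em 500-530) reported blocked Vif-mediated A3F-eYFP degradation.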
LDHA block – LDHA (human) enzyme inhibition. purified LDHA, NADH/diaphorase-resazurin fluorescence; hits give low values. AID 1347041. actives 0.15% (n = 480,000). activity change, % (values are at about 110 or 230 µM). P00338; in the data active = activity change below about -30%; inconclusive = mostly about -25% to -30%;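 also: plate controls were DMSO wells for no effect and wells without enzyme for full effect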
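Resorufin fluorescence (ex540/em590), read at 0 and 20 min after diaphorase/resazurin addition, reports the NADH left after a 5 min room-temperature reaction of 2 nM human LDH5 with 0.06 mM NADH and 0.2 mM pyruvate.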
D2 PAM – positively modulates the human D2 dopamine receptor allosterically; HEK293 T-REx D2, calcium flux, EC20 dopamine potentiation; potentiation, % at 10 µM; actives 0.34% (n = 340,000); AID 485347;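 active = potentiation over 3 SD above the plate norm, cut at about 30% in these data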; also: 0% is about no effect
Target sequence (P14416 whole entry, looked up): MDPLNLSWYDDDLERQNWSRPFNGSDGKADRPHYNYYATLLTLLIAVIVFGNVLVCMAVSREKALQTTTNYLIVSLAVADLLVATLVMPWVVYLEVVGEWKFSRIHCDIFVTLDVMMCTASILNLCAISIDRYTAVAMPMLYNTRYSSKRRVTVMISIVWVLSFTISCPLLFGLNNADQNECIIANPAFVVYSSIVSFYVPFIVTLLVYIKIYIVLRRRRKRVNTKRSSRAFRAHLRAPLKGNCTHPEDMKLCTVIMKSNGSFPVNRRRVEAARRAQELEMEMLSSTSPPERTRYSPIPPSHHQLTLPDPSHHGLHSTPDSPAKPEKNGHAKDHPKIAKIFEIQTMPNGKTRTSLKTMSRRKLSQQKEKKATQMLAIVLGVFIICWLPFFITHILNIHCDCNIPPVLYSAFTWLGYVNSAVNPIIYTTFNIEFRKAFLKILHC
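Potentiation of an EC20 dopamine calcium response measured kinetically over 180 s, after a preceding 180 s compound-only read flagging agonists. Cells: inducible Hek293 Trex D2 line, 4000/well, cultured overnight at 30 C before dye loading.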
Starred values were filed as active, the others as inactive; ? = inconclusive; · = not tested or not shown. Unless noted, calls follow the shape of the dose curve; as a rule, active = well fitted curve in the direction sought with a large enough effect; inconclusive = small, poorly fitted or top-dose-only effect, or another doubt; inactive = no such curve, though single readings can be large; an effect the other way counts as inactive or inconclusive. Only part of the results is shown; rates above refer to the full screens.

Below each SMILES – D1 antag, Vif-APOBEC3G blk, D1 potentiator, D1 ag, RXFP1 ag, Glioma ERSR ind, Vif-APOBEC3F blk, LDHA block, D2 PAM
COc1cccc(CC2(CO)CCN(S(=O)(=O)c3ccc(OC)cc3OC)CC2)c1
  -5, 2%, 0, 5, 2.4%, -1%, 2%, 1, -6
Cc1ccc2c(C)c(C(=O)N3CCN(c4cnccn4)CC3)oc2c1C
  -10, -4%, -1, 0, -1.2%, 7%, 2%, -3, 13
O=C(CCl)Nc1c[nH]c(=O)[nH]c1=O
  21, ?, -7, 3, 0.0%, 20%, 4%, 1, 4
Cc1ccc(Nc2nc(CSc3nnc(-c4ccc(F)cc4)n3C)cs2)cc1
  -5, -2%, -4, 1, 0.2%, 4%, 2%, -2, 1
Cc1ccc(C(C)C)c(OCCCCN2CCNCC2)c1
  21, -2%, 1, 19, -0.1%, -3%, 6%, -19, -13
O=C(Nc1ccc(Oc2ccc(C(F)(F)F)cn2)c(Cl)c1)C1CC1
  -32*, -4%, -4, 8, -1.6%, -2%, -8%, 3, 4
O=C(CNC(=O)c1ccc(Br)cc1)NCC(=O)OCC(=O)c1ccc([N+](=O)[O-])cc1
  -16, 1%, -7, 0, -0.2%, -2%, 2%, -3, -2
COC(=O)[C@@]1(Cc2ccccc2)[C@H]2C(=O)N(Cc3ccccc3)C(=O)[C@H]2[C@H]2CN=C(SCC(=O)c3ccccc3)N21
  ·, -1%, ·, ·, ·, 1%, -1%, 0, ·
CCOC(=O)N1CCN(Cc2ccc(F)cc2F)CC1
  3, -1%, 3, 1, -2.4%, -4%, -1%, -22, -11
CCOC(=O)c1ccc(NS(=O)(=O)c2cc(-c3nnnn3C(C)C)ccc2OC)cc1
  -11, 0%, -1, 4, -1.8%, -7%, 1%, -2, 9
Cc1ccc(O)c(N=Nc2ccc(S(=O)(=O)N3CCCC3)cc2)c1
  2, 2%, 1, 3, 0.1%, -2%, -10%, 0, 5
O=C(CSc1nnc(-c2ccccc2F)o1)Nc1ccc(N2CCOCC2)cc1
  -14, 1%, ·, 8, 0.2%, 0%, -5%, -3, -10
CCOC(=O)N1CCC(Nc2ncnc3c2cnn3-c2ccccc2)CC1
  3, -17%, -5, -1, -4.5%, 2%, -5%, -10, 8
O=C1COc2ccc(S(=O)(=O)N3CCc4ccccc43)cc2N1
  10, -2%, -1, 3, -1.1%, -1%, 1%, -16, -1
c1ccc(-c2noc(-c3cccc4ccccc34)n2)nc1
  0, 3%, -2, 1, 2.5%, -11%, 3%, 0, 3
O=C(Cn1cc(S(=O)(=O)Cc2ccccc2Cl)c2ccccc21)NCc1ccccc1Cl
  3, 2%, 8, 8, -0.5%, 0%, 1%, -9, -6
O=C(COC(=O)c1cc(F)cc(F)c1)NCCCc1ccccc1
  4, 1%, -6, 7, -2.0%, 6%, -5%, -5, 16
CCOC(=O)c1ccccc1NC(=O)CN(c1cccc(OC)c1)S(C)(=O)=O
  5, 1%, 1, 10, 0.4%, -2%, -1%, 7, 12
CCOC(=O)Nc1nc2ccccc2s1
  ·, 1%, -1, -1, 2.6%, -7%, -4%, 1, 5
O=C(CN1C(=O)c2ccccc2C1=O)NCc1ccc(C(=O)O)cc1
  0, 2%, -3, 2, -2.3%, -7%, ?, -12, 4
C=CCOc1c(Br)cc(CNn2nnnc2N)cc1OC
  -17, -6%, 2, 5, 0.4%, -3%, -2%, 1, 1
COc1ccc(C2CC(c3ccccc3)n3nnnc3N2)cc1 (centres undefined)
  -9, 0%, 14, 2, 1.2%, 1%, ·, -14, 4
COc1ccc([N+](=O)[O-])cc1NC(=O)CSc1nccc(C)n1
  6, 1%, 3, 0, 0.5%, -6%, 9%, -6, -4
Cc1c(NC(=O)COC(=O)c2ccc(Cl)nc2)c(=O)n(-c2ccccc2)n1C
  ·, 2%, ·, ·, ·, -2%, 0%, -13, ·
O=C(c1ccccc1)N(Cc1ccco1)Cc1cccs1
  -28, 2%, 4, 0, 1.6%, -3%, -5%, -10, 10
CC(C)(C)C(=O)CSc1nnc(Nc2ccccc2)s1
  -2, -1%, -11, 1, 0.8%, -2%, -22%, -3, -5
Cc1ccc(C)c(N2CCN(C3CCCC(C)C3)CC2)c1 (centres undefined)
  0, -1%, -2, 1, 2.5%, -6%, ?, -7, ·
Cc1csc2nc(COC(=O)CNC(=O)c3ccccc3Cl)cc(=O)n12
  3, -2%, 0, -1, ?, -1%, -5%, 0, 8
COc1ccc(N2CCN(C(CNC(=O)C(=O)NCCCN(C)C)c3cccnc3)CC2)cc1 (centres undefined)
  -35*, 3%, -2, 1, 0.2%, -1%, -5%, 3, -5
CCN(c1ccccc1)C1(O)C(=O)c2ccccc2C1=O
  11, 0%, -2, 0, -0.3%, -6%, 18%, -7, 7

The final two records of the part above open the next one.
Below each SMILES – D1 antag, Vif-APOBEC3G blk, D1 potentiator, D1 ag, RXFP1 ag, Glioma ERSR ind, Vif-APOBEC3F blk, LDHA block, D2 PAM
COc1ccc(N2CCN(C(CNC(=O)C(=O)NCCCN(C)C)c3cccnc3)CC2)cc1 (centres undefined)
  -35*, 3%, -2, 1, 0.2%, -1%, -5%, 3, -5
CCN(c1ccccc1)C1(O)C(=O)c2ccccc2C1=O
  11, 0%, -2, 0, -0.3%, -6%, 18%, -7, 7
COc1ccc(-c2noc(CSc3nc4ccc(C)cc4[nH]3)n2)cc1
  -1, 4%, -5, 5, 0.6%, -1%, -3%, -6, ·
O=C(CSCc1ccccc1Cl)Nc1ccc2c(c1)OCCO2
  -36*, -4%, 2, 1, -0.1%, 9%, 0%, -7, -2
CCC(C)NC(=O)c1cc(-c2ccc3c(c2)OCO3)on1 (centres undefined)
  0, -1%, 4, 2, 0.3%, -7%, ?, -5, -1
CCOC(=O)C1=C(c2ccccc2)ON(C)C1c1ccccc1 (centres undefined)
  1, -1%, 0, 0, -0.5%, 2%, 0%, 5, 4
COc1ccc(CCN2C(=O)C(Oc3ccccc3C)C2c2ccc3c(c2)OCO3)cc1OC (centres undefined)
  -18, -3%, -7, 15, 2.4%, -2%, -16%, -2, -1
Cc1c(C(=O)NC2CCCc3ccccc32)oc2ccc(S(=O)(=O)N3CCCCC3)cc12 (centres undefined)
  3, 1%, -1, 1, 3.1%, -1%, ?, 1, 10
O=C(COC(=O)c1ccc(O)cc1)Nc1ccccc1
  -13, -4%, 1, 7, 0.0%, 4%, -10%, 3, -2
O=C(CCCn1c(SCC(=O)c2ccc(F)cc2)nc2ccccc2c1=O)NCc1ccccc1
  2, -10%, -1, 14, 0.4%, -4%, -3%, 0, -9
COc1cc(C(=O)NCc2nnc(SCC(=O)Nc3cc(C)cc(C)c3)o2)cc(OC)c1OC
  -3, 1%, 2, 2, 0.2%, -2%, 1%, -4, 0
Cc1sc2ncnc(OCC(=O)N3CCN(S(=O)(=O)c4ccc(Cl)cc4)CC3)c2c1C
  15, 1%, 2, 3, -0.5%, -5%, -11%, -4, -4
Cc1ccc(NC(=O)c2cncc(Br)c2)nc1
  7, 6%, 5, 0, 0.1%, -3%, 3%, -6, 4
Cc1ccc(OCc2nnc(SCC(=O)c3cccc([N+](=O)[O-])c3)n2C)cc1
  -21, 0%, -2, 1, -0.8%, 1%, -2%, -3, 7
Cc1nc([N+](=O)[O-])cn1CC(=O)c1ccc(F)cc1
  5, 1%, -3, 5, 2.6%, -4%, 3%, 0, 4
CCCc1ccc(-c2cc(C(=O)NN3CCOCC3)c3ccccc3n2)cc1
  5, 1%, -6, 0, -0.3%, 7%, -3%, -8, 0
CCc1nc2oc3ccccc3c(=O)c2c(=O)n1-c1ccc(C)cc1
  19, -8%, -4, 2, 7.2%, 2%, -15%, 6, 10
CC1CC(C)CN(c2ncnc3c2cnn3C)C1 (centres undefined)
  8, -1%, -1, 1, 8.7%, -1%, 0%, -8, 7
O=S(=O)(NCCc1csc(-c2cccnc2)n1)c1cc(F)ccc1F
  9, 0%, 0, 4, 13%, 0%, -16%, 1, 1
COc1c2c(nc3occc13)C(CC=C(C)C)(OC)C(=O)C=C2 (centres undefined)
  -14, 2%, -6, 3, -0.4%, -2%, 1%, -8, -13
Cc1ccc(NC(=O)C=NOCC(=O)Nc2cc(C)cc(C)c2)cc1
  ·, 0%, ·, ·, ·, -5%, 0%, -1, ·
COc1ccc(F)cc1CN1CCN(C(=O)CCC(=O)Nc2nnc(C3CCCCC3)s2)CC1
  0, 1%, -4, 7, 3.3%, -3%, 6%, 1, -26
Cc1ccccc1NC(=O)c1c(Cl)nc(C)c(Cl)c1C
  -14, 0%, -7, 1, 0.6%, -3%, -24%, -3, -5
CC[C@]12c3[nH]c4cc(-c5ccco5)ccc4c3CCN1C(=O)[C@@H](CC(=O)NCc1ccco1)C[C@@H]2C(=O)N1CCN(C(=O)C2CC2)CC1
  ·, -4%, ·, ·, ·, -3%, 12%, 0, ·
CC1(C)CC(NC(=O)N2c3ccccc3Sc3ccccc32)CC(C)(C)N1
  21, -2%, -5, 3, 2.2%, -4%, 20%, -2, 2
CC(C)(C)c1cc(C(=O)O)n(Cc2ccc(Cl)cc2Cl)n1
  -1, 2%, 4, 1, 0.0%, -5%, -3%, -5, -1
Cc1onc(-c2ccccc2Cl)c1C(=O)NCC1CCCO1 (centres undefined)
  7, 0%, 1, 3, 2.9%, 1%, -4%, -11, 7
CCN(CC)S(=O)(=O)c1ccc2c(c1)nc(CN(C)C(=O)Nc1cccc(Cl)c1)n2C
  10, 0%, 0, 0, 0.7%, -1%, 7%, 4, 0
Cc1cc(C(=O)Nc2ncn(Cc3ccc(F)cc3)n2)ccc1[N+](=O)[O-]
  13, 0%, -4, 6, -2.4%, 2%, 1%, 2, 7
COC(=O)CCC(=O)COc1ccc(OC)cc1C#N
  -8, 0%, -2, 1, 0.8%, -5%, -12%, -2, 5
COc1cc(C(=O)NCCC(=O)N2CCC3(CC2)NCCc2[nH]cnc23)cc(OC)c1OC
  2, -3%, -3, 2, 1.3%, -6%, -1%, 0, -5
O=[N+]([O-])c1ccccc1OCCN1CCCC1
  -38*, -8%, -4, 5, 2.5%, 0%, -3%, -1, -30
